# Hsp70 act – switches on Hsp70 transcription. activation, % at 10 µM. hit rate 0.04% among 200,000. AID 1203. HeLa Hsp70 promoter luciferase reporter, luminescence; scaled: vehicle 0, proteasome-inhibitor control 100%;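 active means activation above the mean across all tested compounds plus 3 SD, cutoff set per campaign, cut at about 5.5% in these data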;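 further: 100% = MG132 at 30 µM as the positive control and 0% = DMSO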
# STAT3 act – STAT3 signaling activation | U3A cells, IL-6 STAT3-luciferase reporter, luminescence; 100% = signal with IL-6 EC80 alone | activation (% of control), % at 5.6 µM | hit rate 0.91% among 190,000 | AID 871;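 active means activation above the screen-wide mean of compound activation plus 3 SD, cut at about 130% in these data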;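 further: 0% = background luminescence of wells with medium and substrate only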
#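 system = STAT3-luciferase reporter U3A cells | reagent = IL-6 stimulus at 33 ng/mL final | timing = 1 h compound pre-exposure, 6 h IL-6 stimulation, 37 °C | measured by = luminescence | evaluation = % activation versus median of IL-6-stimulated wells | control set = IL-6-only wells as 100% reference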
# APP transl inh – APP translation inhibition | SH-SY5Y APP 5'UTR-luciferase reporter, luminescence | inhibition, % at 2 µM | hit rate 0.82% among 190,000 | AID 1285;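 active means inhibition above a set limit, derived from the sample mean plus 3 SD, cut at about 45% in these data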; further: values of inactives mirror those of a sister screen read the other way
# APP 5'UTR act – APP 5'UTR luciferase reporter activation; hit rate 1% among 190,000; activation, % at 2 µM; SH-SY5Y APP 5'UTR luciferase reporter, luminescence; zero percent = DMSO vehicle wells;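 active means activation above a set limit, based on mean plus 3 SD of controls, cut at about 140% in these data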; further: values of inactives mirror those of a sister screen read the other way
# STAT1 inh – reduces IFN-gamma driven STAT1 reporter signal; hit rate 0.35% among 200,000; AID 920; NIH 3T3 STAT1-luciferase reporter, luminescence; inhibition, % at 5.5 µM;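 active means inhibition above a set limit, the mean inhibition across all tested compounds plus 3 SD, cut at about 34% in these data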;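 further: 0% = IFN-gamma with DMSO and 100% = IFN-gamma with 300 µM nifuroxazide; values of inactives mirror those of a sister screen read the other way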
# RAM network inh – blocks the yeast RAM network; AID 868; inhibition, % at 50 µM; S. cerevisiae dse1pr::URA3 reporter, 5-FOA growth OD615, 2 d; analog-sensitive cbk1-as2 kinase mutant strain; hit rate 1.8% among 190,000;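 active means inhibition above a set limit, 3 SD over mean compound inhibition, cut at about 8.4% in these data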;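 further: 0% = DMSO-only wells with no growth and 100% = 10 µM 1-NA-PP1 full growth; inhibition rescues growth on 5-FOA so higher OD means more RAM inhibition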
# FLuc inh counter – inhibits firefly luciferase, flagging false hits in luciferase inhibition screens; P08659; ATPLite firefly luciferase biochemical luminescence, 10 min; inhibition, % at 10 µM; hit rate 1.5% among 200,000;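 active means inhibition above about 50% when tested at 10 µM, limit read from the data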
# Target sequence (P08659 whole entry, looked up): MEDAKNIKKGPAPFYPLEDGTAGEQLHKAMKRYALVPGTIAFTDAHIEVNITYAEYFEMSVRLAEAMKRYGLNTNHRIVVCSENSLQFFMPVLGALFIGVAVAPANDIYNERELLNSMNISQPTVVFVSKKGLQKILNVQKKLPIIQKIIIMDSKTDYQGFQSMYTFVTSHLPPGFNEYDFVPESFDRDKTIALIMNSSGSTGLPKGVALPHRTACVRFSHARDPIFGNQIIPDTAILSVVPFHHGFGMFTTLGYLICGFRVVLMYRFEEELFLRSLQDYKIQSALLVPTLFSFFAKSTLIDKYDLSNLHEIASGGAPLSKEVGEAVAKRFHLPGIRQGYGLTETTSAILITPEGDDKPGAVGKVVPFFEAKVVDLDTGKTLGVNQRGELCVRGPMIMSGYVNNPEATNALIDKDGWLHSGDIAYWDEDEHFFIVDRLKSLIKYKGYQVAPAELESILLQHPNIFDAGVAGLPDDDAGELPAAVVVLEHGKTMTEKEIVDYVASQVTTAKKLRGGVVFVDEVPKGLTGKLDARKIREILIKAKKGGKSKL
# STAT3 inh – reduces IL-6 driven STAT3 reporter signal | U3A cells, IL-6 STAT3-luciferase reporter, luminescence; host cell line lacks STAT1 | inhibition, % at 5.5 µM | hit rate 0.89% among 190,000 | AID 862;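 active means inhibition above the mean inhibition across all screened compounds plus 3 SD, cut at about 44% in these data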;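 further: 0% = DMSO only wells and 100% = 100 µM nifuroxazide control wells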
# STAT1 activator – STAT1 signaling activation | AID 932 | hit rate 2.6% among 200,000 | activation (% of control), % at 5.5 µM | NIH 3T3 STAT1-luciferase reporter, IFN-gamma, luminescence; 100% = IFN-gamma alone, no compound;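 active means activation above the screen-wide mean activation plus 3 SD, cut at about 130% in these data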;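 further: raw ratio to IFN-gamma control signal so 100% means no change and 0% no light; values of inactives mirror those of a sister screen read the other way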
# NF-kB neuron act – NF-kB expression increase, human neuronal cells; NF-kB reporter expression; hits give high values; hit rate 1.6% among 190,000; fold change at 12.5 µM; AID 1239; in the data active means fold change above about 3.3
# Numbers without * were called inactive; . = not tested or not shown. Compounds were not picked by outcome; 7.7% or so of the library scored in one or more.
# Fields: Hsp70 act	STAT3 act	APP transl inh	APP 5'UTR act	STAT1 inh	RAM network inh	FLuc inh counter	STAT3 inh	STAT1 activator	NF-kB neuron act
- O=C(O)CNC(=O)CC1S/C(=N/N=C2\CSC(=O)N2)NC1=O (stereo unspecified)
→ -0.1	97	9	-9	-5	2.4	-3	12	105	1.5
- COCc1cc(C)nc(OCC(=O)N/N=C/c2ccc(-c3cccc([N+](=O)[O-])c3)o2)c1C#N
→ -0.2	97	12	-12	-2	2.1	-3	11	102	0.93
- Cc1noc(C)c1S(=O)(=O)N1CCCC(C(=O)NC2CCCCC2)C1 (stereo unspecified)
→ -0.3	98	5	-5	-3	1.3	-3	9	103	0.97
- Clc1ccc(-c2nnc3n2CCCCS3)cc1
→ -0.4	98	-5	5	-4	2.6	-8	11	104	1.1
- O=C(CN1CCOc2ccccc21)N1CCCC1
→ -0.2	108	27	-27	4	0.8	-1	-10	96	1.4
- CCN(CC)C(=O)Cn1cc(C(=O)C(=O)NCc2ccco2)c2ccccc21
→ -0.1	103	10	-10	2	0.4	-4	2	98	1.1
- COC(=O)C(Cc1ccccc1)NC(=O)c1cccc(S(=O)(=O)N(C)C)c1 (stereo unspecified)
→ -0.2	107	22	-22	-4	0.9	1	-6	103	1.3
- CCc1nnc(NC(=O)CN2CCN(c3ccc(Cl)cc3)CC2)s1
→ 0.1	95	1	.	1	.	.	8	102	.
- C=CCNC(=O)CC1Nc2c3ccccc3nc(=S)n2C1=O (stereo unspecified)
→ -0.4	99	-3	3	-3	2.8	-2	3	103	1
- COc1ccc(OCC(=O)Nc2nonc2NC(=O)COc2ccc(OC)cc2)cc1
→ 0.5	103	-19	19	3	1.2	38	3	96	1.2
- COc1ccc(NC(=O)Cn2c(=O)n(CC(=O)NCc3ccco3)c(=O)c3ccccc32)cc1OC
→ 0.2	105	0	0	-17	-0.8	-4	4	101	0.99
- Cc1ccccc1NC(=O)NCCCN1CCN(c2ccccc2)CC1
→ -0.2	90	-4	4	-3	1.1	-4	17	103	1.2
- Cc1ccc(C(=O)Nc2nnc(-c3ccc(C(C)(C)C)cc3)s2)cc1
→ 2.9	99	-12	12	-4	1.9	6	2	104	1.3
- CCCC(C)c1nnc(NC(=O)CS(=O)(=O)Cc2ccccc2)s1 (stereo unspecified)
→ -0.1	99	-14	14	3	0.9	-5	6	97	1.1
- CCOC(=O)C1(Cc2ccccc2C)CCCN(C(=O)c2ccnn2C)C1 (stereo unspecified)
→ 0.0	107	-17	17	-9	0.0	-3	-2	106	0.99
- Cc1occc1-c1nnc(SCC(=O)NCC2CCCO2)n1C (stereo unspecified)
→ -0.4	98	0	0	1	0.7	-2	6	99	0.91
- COC(=O)c1sc(=S)sc1C(=O)OC
→ 0.0	89	-14	14	27	-1.1	-9	22	76	1
- N#Cc1nc(COc2ccc(Cl)cc2)oc1N1CCN(Cc2ccccc2)CC1
→ -0.1	107	-18	18	9	0.8	-4	-3	92	0.61
- O=C(CN1C(=O)CCSc2ccccc21)Nc1ccccc1
→ -0.1	107	-3	3	-4	0.2	-21	-2	105	1.1
- CC(=O)c1cccc(NC(=O)CC2SC(N3CCCCC3)=NC2=O)c1 (stereo unspecified)
→ 0.0	100	-14	14	4	-0.3	-6	4	97	1.2

# Fields: Hsp70 act	STAT3 act	APP transl inh	APP 5'UTR act	STAT1 inh	RAM network inh	FLuc inh counter	STAT3 inh	STAT1 activator	NF-kB neuron act
- N#C/C(=C\c1ccc(OCc2ccccc2)cc1)C(=O)Nc1nc2c(s1)CCN(Cc1ccccc1)C2
→ -0.1	103	23	-23	-14	3.2	-7	1	113	1.2
- CS(=O)(=O)N1CCN(c2ccccc2NC(=O)Cc2ccccc2)CC1
→ -0.1	97	-11	11	1	0.5	-1	5	99	1.3
- COc1ccc(/C=N/N2CCN(C3c4ccccc4-c4ccccc43)CC2)cc1OC
→ -0.3	102	4	-4	4	0.4	-1	-4	96	1.2
- O=C(CSC1=Nc2ccccc2C2=NC(c3ccccc3)C(=O)N12)NC1CCCCC1 (stereo unspecified)
→ -0.3	110	-1	1	3	1.9	-3	-6	97	1.2
- CCCS(=O)(=O)N1CCC(C(=O)NCCc2ccc(C)cc2)CC1
→ -0.3	107	10	-10	3	1.3	-6	-5	97	1.1
- O=S(=O)(c1ccc2c(c1)nc1n2CCC1)N1CCOCC1
→ -0.4	102	2	-2	-2	1.9	-8	-3	102	1.3
- COc1cccc(C(c2sc3nc(C)nn3c2O)N2CCC3(CC2)OCCO3)c1 (stereo unspecified)
→ -0.5	92	-6	7	8	1.0	-5	5	93	0.9
- Cc1sc2ncnc(N[C@@H](Cc3c[nH]c4ccccc34)C(=O)O)c2c1C
→ -0.3	130	0	0	15	-0.1	1	-42	86	1.3
- Cn1c(=O)c2c(ncn2Cc2ccccc2)n(C)c1=O
→ -0.2	99	-2	2	4	0.5	-3	2	96	0.92
- Nc1nc(SCC(=O)N2CCOCC2)[nH]c(=O)c1-c1ccccc1
→ 0.0	107	-13	13	-4	1.3	-7	-8	103	1.2
- O=c1cnnc(N/N=C/C2CC=CCC2)[nH]1 (stereo unspecified)
→ -0.2	100	-2	2	7	1.3	-3	8	94	1.2
- CCCn1c(SCC(=O)Nc2nc3ccccc3s2)nc2c1c(=O)n(C)c(=O)n2C
→ -0.2	110	-1	1	1	2.2	49	-16	99	1.1
- Cc1cccc(C(=O)OCC(=O)NCCCc2ccccc2)c1
→ 0.2	109	0	0	-8	2.9	-2	-7	106	0.91
- COC(=O)c1[nH]c2ccccc2c1NC(=O)CN1CCN(C(=O)c2ccco2)CC1
→ -0.1	97	2	-2	-4	1.3	-7	8	103	0.69
- CC(=O)OCC1(C)CN(c2ccccc2)N(C(=O)c2ccc(C(C)(C)C)cc2)C1=O (stereo unspecified)
→ -0.1	107	0	0	0	1.4	0	-5	100	1.1
- CNC(=O)N1c2ccccc2NC(=O)CC1C (stereo unspecified)
→ -0.3	97	-64	65	-3	2.6	0	6	102	1.3
- O=C(NC1CCCCC1)N1CCN(Cc2ccco2)CC1
→ 0.0	106	0	0	-1	-1.1	-3	6	100	1
- OCCC1CN(C2CCSCC2)CCN1C1CCCC1 (stereo unspecified)
→ -0.3	94	-27	27	-3	0.1	-6	11	101	1.1
- O=C(CCSc1nnc(-c2ccncc2)o1)Nc1cccc(Cl)c1
→ -0.3	95	9	-9	2	3.6	-6	9	96	1
- CCOC(=O)CSc1ncccn1
→ 0.0	108	-5	5	-3	2.8	-6	3	102	0.99

# Fields: Hsp70 act	STAT3 act	APP transl inh	APP 5'UTR act	STAT1 inh	RAM network inh	FLuc inh counter	STAT3 inh	STAT1 activator	NF-kB neuron act
- Cc1ccc(S(=O)(=O)NC(=O)COc2ccccc2C(N)=O)cc1
→ -0.2	99	-8	8	-8	1.4	0	4	108	0.91
- O=C(Nc1ccc(F)cc1)C1CCCO1 (stereo unspecified)
→ -0.4	109	7	-7	-1	0.8	-8	-10	100	1.1
- O=C(COC(=O)C1CCN(S(=O)(=O)c2ccccc2C(F)(F)F)CC1)NCc1ccc(F)cc1
→ -0.2	95	-6	6	0	3.3	-3	7	100	1.1
- CCCc1c(C)c2cc(C)ccc2[nH]c1=O
→ -0.3	95	-5	5	-4	1.1	-5	14	104	1.2
- CC(=O)NC1=C(C#N)C(c2ccccc2)c2c(ccc3ccccc23)O1 (stereo unspecified)
→ -0.4	100	.	.	-3	2.1	-9	-2	103	1.1
- CCCCNc1cc(=O)n(C)c(=O)n1C
→ 0.6	104	-6	6	1	0.8	-3	4	99	1.5
- CCOC(=O)c1c(C)n(CC(O)CN(C)C)c2cc(Br)c(OC)cc12 (stereo unspecified)
→ -0.1	100	-12	12	-10	0.4	-8	5	108	1.2
- Cc1ccc(C(=O)NC(=S)NCC2CCCO2)cc1 (stereo unspecified)
→ -0.2	92	-31	31	-32	0.3	-1	15	129*	2.5
- COc1ccc(/C=N/NC(=O)c2ccc(N(C)S(=O)(=O)c3ccccc3)cc2)cc1
→ -0.2	108	16	-16	-5	3.7	9	-1	104	0.66
- Cn1c(=O)n(CC(=O)Nc2cccnc2)c2ccccc21
→ -0.2	101	-11	11	3	.	.	1	97	.
- CCOc1ccc(CC(=O)NCc2ccc3c(c2)cc(C)n3C)cc1
→ -0.2	104	-22	22	0	2.5	-6	2	100	1.1
- CC(=O)NC(Cc1ccccc1)C(=O)OCC(=O)c1ccccc1 (stereo unspecified)
→ -0.4	104	-6	5	-1	0.7	-5	-3	100	1.1
- Fc1ccc2[nH]c3c(N4CCN(C5CCCCC5)CC4)ncnc3c2c1
→ -0.2	97	8	-8	2	0.1	-4	9	99	0.85
- CC(C)CCC(O)(CCC(C)C)C(=O)NNc1ccccc1
→ -0.4	108	-1	1	1	0.5	-3	-6	99	1.5
- O=C(Nc1nc2ccc([N+](=O)[O-])cc2s1)c1ccco1
→ -0.1	86	-76	76	-16	3.6	40	21	115	2.4
- COCCN1C(=O)CC(NNC(=O)c2ccc(S(=O)(=O)N3CCCC3)cc2)C1=O (stereo unspecified)
→ -0.3	99	-4	4	8	1.0	-7	6	93	1.1
- CCN1CCN(C(=O)Nc2ccc(Cc3ccc(NC(=O)N4CCN(CC)CC4)cc3)cc2)CC1
→ 0.1	95	-6	6	0	1.7	9	9	100	0.81
- CC(C)Oc1ccc(/C(O)=C2/C(=O)C(=O)N(CCN3CCOCC3)C2c2ccccc2)cc1 (stereo unspecified)
→ 0.5	109	-26	26	-11	1.5	-3	-4	110	0.83
- CCn1c(N2CCN(C(=S)Nc3ccc(OC)cc3)CC2)nc2ccccc21
→ -0.2	82	7	-7	4	1.1	-5	27	94	0.89
- Cc1cc2cc(CCNC(=O)c3cccc([N+](=O)[O-])c3)c(=O)[nH]c2cc1C
→ -0.2	92	14	-14	13	1.4	-3	12	89	1

# Fields: Hsp70 act	STAT3 act	APP transl inh	APP 5'UTR act	STAT1 inh	RAM network inh	FLuc inh counter	STAT3 inh	STAT1 activator	NF-kB neuron act
- Cc1ccc2nc(SCc3nnc(-c4ccccc4[N+](=O)[O-])o3)c(C#N)cc2c1
→ -0.1	106	-8	8	-1	2.9	2	0	101	1.1
- CC(=O)Nc1ccc(S(=O)(=O)Nc2nc3n(n2)C(c2ccccc2)CC(=O)N3)cc1 (stereo unspecified)
→ -0.1	99	-15	15	5	0.8	-5	4	102	1.1
- O=c1c2sccc2n(Cc2cccc(F)c2)c(=O)n1-c1ccc(F)cc1
→ -0.1	105	-12	12	-5	5.4	-2	-2	105	1.1
- Cc1ccc(CN2CCN(/N=C/c3ccc(C(F)(F)F)cc3)CC2)c(C)c1
→ -0.3	106	-3	3	-6	-1.1	-5	-3	105	0.94
- S=c1[nH]ncn1/N=C/c1cccc(Oc2ccccc2)c1
→ -0.6	95	11	-11	1	-0.1	6	7	96	1.4
- NNS(=O)(=O)c1ccc(Cc2ncc(C(F)(F)F)cc2Cl)s1
→ -0.3	105	-20	20	0	-0.1	-4	-4	100	1.1
- CCn1c(SCC(=O)Nc2cccc(C)n2)nnc1-c1ccco1
→ -0.2	96	5	-5	9	-0.4	-5	12	92	1.1
- Cc1cc(C)c2c(C)c(C(=O)NCc3ccncc3)oc2c1
→ -0.1	98	13	-13	-4	-0.5	-5	6	104	0.98
- CCOC(=O)C1=C(c2ccccc2)N=C2SCC(=O)N2C1c1cccc(OC)c1 (stereo unspecified)
→ -0.2	106	61*	-61	13	3.1	-4	-6	88	0.97
